Assay outcomes as filed in PubChem BioAssay.
M1 ag parental: counter-screen for M1 agonists: effect in parental CHO-K1 cells; Fluo-8 calcium fluorescence; scaled to maximal ATP response, vehicle zero; activation, % at 3 µM; 0.48% of 360,000 active; in the data active means activation above about 15%;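 further: untransfected CHO-K1 host cells lacking M1 receptor as counterscreen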
TAAR1 antagonist: antagonists of human TAAR1; Q96RJ0; CHO RD-HGA16 TAAR1, Fluo-8 calcium fluorescence, antagonist; inhibition, % at 3 µM; 1.5% of 360,000 active; AID 624466;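 active means inhibition above a per-plate cutoff, the mean inhibition of test compounds on that plate plus 3 SD, cut at about 49% in these data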;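 further: 0% = DMSO plus EC80 beta-PEA response and 100% = DMSO alone without agonist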
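Assay system: CHO-derived RD-HGA16 cells stably expressing human TAAR1 plus Gα16. Timing: 140 s kinetic read after compound, 140 s after agonist. Technique: kinetic Fluo-8 calcium fluorescence measurement. Measure: % inhibition of agonist calcium response.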
CHO parental Ca: counter-screen: ATP calcium response change in parental CHO cells; 0.63% of 330,000 active; inhibition, % at 5.6 µM; parental CHO-K1, ATP-induced calcium, Fluo-8 fluorescence; AID 463079;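 active means inhibition above that plate's mean sample inhibition plus 3 SD, cut at about 26% in these data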;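 further: 0% = ATP-challenged DMSO wells and 100% = DMSO wells without ATP; some compounds past the cut are filed as inactive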
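Test system: parental CHO cells; detection: calcium-sensitive Fluo-8 fluorescence; evaluation: percent inhibition of calcium signal; also added: ATP as calcium-mobilizing challenge; repeats: one well per compound; control set: ATP-challenged DMSO wells low, unchallenged DMSO wells high; compound: single nominal dose of 5.6 µM per compound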
CHO-K1 Ca PAM: M1 PAM counterscreen hit in parental CHO-K1 cells | ATP EC20, Fluo-8 calcium fluorescence; 0% at ATP EC20, 100% at ATP max | activation, % at 3 µM | 0.02% of 360,000 active;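 active means activation above the run cutoff, the mean activation of all test compounds plus 3 SD, cut at about 40% in these data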;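 further: peak over basal fluorescence ratio in a 140 s read after ATP addition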
CHRM1 agonist: human M1 muscarinic receptor agonism; 0.33% of 360,000 active; P11229; activation, % at 3 µM; CHO-K1 hM1, Fluo-8 calcium fluorescence, agonist mode; 0% DMSO, 100% acetylcholine EC100;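 active means activation above the run's mean compound activation plus 3 SD, cut at about 16% in these data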;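 further: peak over basal fluorescence ratio within a 140 s kinetic read after compound addition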
Target sequence (P11229 whole entry, looked up): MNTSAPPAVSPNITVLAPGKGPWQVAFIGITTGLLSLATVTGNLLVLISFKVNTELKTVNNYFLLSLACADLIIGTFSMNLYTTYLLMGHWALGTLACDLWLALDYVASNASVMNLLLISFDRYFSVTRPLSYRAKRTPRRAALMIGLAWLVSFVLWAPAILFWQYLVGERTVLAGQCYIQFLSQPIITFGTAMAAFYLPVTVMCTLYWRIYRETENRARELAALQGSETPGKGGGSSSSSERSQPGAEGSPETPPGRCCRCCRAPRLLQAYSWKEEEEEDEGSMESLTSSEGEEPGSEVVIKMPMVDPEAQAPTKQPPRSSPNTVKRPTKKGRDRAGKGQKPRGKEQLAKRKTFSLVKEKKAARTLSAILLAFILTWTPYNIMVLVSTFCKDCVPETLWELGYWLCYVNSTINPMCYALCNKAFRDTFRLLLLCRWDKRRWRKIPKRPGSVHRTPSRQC
M1 antag: blocks human M1 muscarinic receptor | CHO-K1 hM1, Fluo-8 calcium fluorescence, ACh EC80 antagonist | 1.3% of 360,000 active | inhibition, % at 3 µM;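 active means percent inhibition above its own plate's cutoff, namely the mean of that plate's compound wells plus 3 SD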;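 further: peak over basal fluorescence ratio during 140 s after agonist addition; 0% = ACh EC80 plus DMSO and 100% = DMSO alone without agonist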
CHO-K1 Ca antag: counter-screen for M1 antagonists: effect in parental CHO-K1 cells; inhibition, % at 3 µM; AID 602250; ATP-induced calcium, Fluo-8 fluorescence; 0.6% of 360,000 active;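 active means inhibition above a per-plate cutoff, the plate's mean sample inhibition plus 3 SD, cut at about 24% in these data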;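 further: 0% = DMSO plus EC80 ATP and 100% = DMSO alone without ATP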
TAAR1 ag: agonists of human TAAR1; Q96RJ0; CHO RD-HGA16 TAAR1, Fluo-8 calcium fluorescence; vehicle wells 0%, saturating PEA agonist 100%; activation, % at 3 µM; 0.99% of 360,000 active;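 active means activation above the mean activation of all test compounds in the run plus 3 SD, cut at about 38% in these data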
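Benchmarks: low control DMSO, high control PEA (EC100); System: CHO RD-HGA16 cells carrying human TAAR1 plus Gα16; Detection: Fluo-8 fluorescence, 5 s baseline then 140 s kinetic read; Schedule: 17-24 h plating, Fluo-8 75 min 37 °C, 30 min RT; Read-out basis: % activation from peak over basal fluorescence ratio, DMSO-to-PEA scaled.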
OXTR potentiate: potentiators of human oxytocin receptor; P30559; CHO-OTR cells, Fluo-8 calcium fluorescence, potentiator mode; 0% = oxytocin EC15, 100% = EC100; activation, % at 3 µM; 0.061% of 320,000 active; AID 2445;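 active means activation above that plate's cutoff, the mean activation of tested compounds plus 3 SD, cut at about 6.6% in these data, passing the limit was not always enough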;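 further: 100% uses oxytocin at 75 nM as the full agonist control; some results filed as inactive read as strong as hits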
Target sequence (P30559 whole entry, looked up): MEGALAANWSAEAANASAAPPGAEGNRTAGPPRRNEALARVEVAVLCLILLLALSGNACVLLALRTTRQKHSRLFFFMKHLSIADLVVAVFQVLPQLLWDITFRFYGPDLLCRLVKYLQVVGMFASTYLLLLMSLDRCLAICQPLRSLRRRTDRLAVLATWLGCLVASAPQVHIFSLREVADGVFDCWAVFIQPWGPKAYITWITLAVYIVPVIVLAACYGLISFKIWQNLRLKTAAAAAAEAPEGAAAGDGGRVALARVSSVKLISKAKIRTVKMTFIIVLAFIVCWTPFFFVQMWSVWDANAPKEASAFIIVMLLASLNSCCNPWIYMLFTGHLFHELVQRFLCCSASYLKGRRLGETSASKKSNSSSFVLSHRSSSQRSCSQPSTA
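test system = CHO-OTR cells, human receptor | compound = single-point 3.0 µM | schedule = 6 min compound pre-incubation at room temperature, 100 s kinetic read | signal = Fluo-8 no-wash calcium dye fluorescence, excitation 470-495 nm, emission 515-575 nm | repeats = single well per compound, singlicate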
* marks the source's active call; other numbers are inactive results; / = no result given.

SMILES	M1 ag parental	TAAR1 antagonist	CHO parental Ca	CHO-K1 Ca PAM	CHRM1 agonist	M1 antag	CHO-K1 Ca antag	TAAR1 ag	OXTR potentiate
Cc1cccc(N2CCN(C(=O)CCC(=O)N3CCOc4ccc(Cl)cc43)CC2C)c1 (stereo not given)	4.4	45	-22	25	-5	3	-5	2	-7
Cc1nc(C)c(C(=O)C2=C(O)C(=O)N(CCCn3ccnc3)C2c2ccc(Cl)cc2)s1 (stereo not given)	0.0	-4	-1	5	-4	-4	-8	11	-4
CCOC(=O)c1c(NC(=O)c2nn(CC)cc2Br)sc2c1CCCCC2	0.0	16	-10	13	-2	-7	-14	10	-4
COc1ccc(C(=O)/C=C/c2cccs2)c(OC(=O)c2cccc([N+](=O)[O-])c2)c1	0.0	1	2	22	-3	-2	-14	10	-14
COc1ccc(NC(=O)C2CCCN(S(=O)(=O)c3ccc4c(c3)CC(C)N4C(C)=O)C2)cc1 (stereo not given)	0.7	2	-14	9	-3	-11	-13	4	-8
CCCCCCSc1nsc(NC(=O)CC(C)C)n1	1.2	-1	-8	24	-6	5	-3	0	-9
Cc1c(C(=O)NCCCN2CCOCC2)sc2ncnc(N3CCN(c4ccccc4)CC3)c12	1.9	5	/	1	-2	4	-8	8	/
CCc1ccc(NC(=O)CC2NCCNC2=O)cc1 (stereo not given)	0.6	/	-1	21	-5	-9	-12	/	-6
COC(=O)c1ccccc1OC(=O)c1cccnc1	0.2	-5	-12	14	-7	2	-20	0	-3
O=C(COC(=O)c1cc(S(=O)(=O)N2CCOCC2)c(Cl)cc1Cl)Nc1ncc(C(F)(F)F)cc1Cl	1.0	-20	-1	14	1	-4	-2	1	-1
CCCc1cc2c(cc1NC(=O)c1ccccc1C)OCO2	0.0	-8	-6	10	-1	-18	0	3	-10
C/C(=N\NC(=O)C(O)(c1ccccc1)c1ccccc1)c1ccc(NC(=O)CCCC(=O)O)cc1	-0.1	4	/	-12	-3	2	-3	-2	/
OCC[C@@H]1C[C@@H](O)[C@H](O)[C@@]2(CCCO2)O1	0.8	-6	-4	20	-3	-8	-16	3	-1
C=CCCC(=O)N1C[C@H]2CON(C)[C@H]2C[C@H]1c1cccc(Oc2ccccc2)c1	0.0	-1	/	13	-7	-6	-3	1	/
Cc1ccc(S(=O)(=O)N(C)C[C@H]2Oc3c(NC(=O)Nc4cccc5ccccc45)cccc3C(=O)N([C@@H](C)CO)C[C@@H]2C)cc1	4.0	43	-31	21	-2	5	-5	3	-8
O=C(/C=C/c1ccccc1)Nc1cc(C(=O)O)cc(C(=O)O)c1	2.9	-3	7	22	-7	-3	-9	5	-8
CC1=NN(c2nc(-c3ccc(C)cc3)cs2)C(=O)C1N=Nc1cccc(C)c1 (stereo not given)	-0.2	7	-6	14	-8	-1	-2	-1	3
O=C(Cc1ccc(F)cc1)Nc1ccc2[nH]ncc2c1	1.0	-16	5	9	-5	-8	-8	2	-2
Cc1ccccc1OC(=O)n1c(=S)oc2cc(Cl)ccc21	2.0	-6	-14	12	0	-15	-11	7	-2
Cc1ccc2nc(SCC(=O)N3CCOCC3)[nH]c2c1	0.3	5	-13	5	-2	-13	-9	8	3
CCOC(=O)c1ccc(NC(=O)Nc2ccc(F)cc2)cc1	12	14	22	-6	10	21*	49*	35	-12
COc1ccc(NC(=O)CSC2CC(=O)N(c3ccc4c(c3)OCCO4)C2=O)cc1 (stereo not given)	2.7	-7	-6	-8	-3	2	-9	7	-4
CC(C)NC(=O)C1CCN(C(=O)C(C(=O)c2ccccc2)n2cc(Cl)ccc2=O)CC1 (stereo not given)	1.0	2	5	18	-6	-9	-18	5	8
O=S(=O)(NCCSc1ccccc1)c1ccc(F)cc1	0.7	10	-29	25	-4	-24	-11	7	-3
COCCCn1c(SCC(=O)N2CCc3ccccc32)nnc1-c1ccoc1C	0.0	-8	-22	17	-6	-33	-3	0	-6
(list continues)
SMILES	M1 ag parental	TAAR1 antagonist	CHO parental Ca	CHO-K1 Ca PAM	CHRM1 agonist	M1 antag	CHO-K1 Ca antag	TAAR1 ag	OXTR potentiate
CN(C)c1ccnc(Nc2ccccc2)c1C#N	0.2	-2	1	0	-11	2	2	5	-1
Cc1ccccc1NC(=O)Nc1nc2ccc(S(C)(=O)=O)cc2s1	1.1	3	-2	-5	-5	-3	7	14	-10
O=C(NCc1nnnn1-c1ccc(Cl)cc1)C1CC(=O)N(c2ccc(F)cc2)C1 (stereo not given)	0.7	-20	/	10	-3	-14	-20	2	/
CCOC(=O)C1CCN(S(=O)(=O)c2ccc3c(c2)NC(=O)C(C)C(=O)N3)CC1 (stereo not given)	-0.1	-27	-11	-6	-5	-1	-1	0	-7
O=C(NCC1COc2ccccc2O1)c1ccc(F)c(S(=O)(=O)N2CCOCC2)c1 (stereo not given)	4.3	2	/	-14	-2	-6	-4	2	/
O=C(NCCN1CCOCC1)c1cc(-c2ccc(F)cc2)on1	1.9	0	-7	16	-5	-6	-11	16	2
Cc1oc(-c2ccc(Cl)cc2)nc1CS(=O)CC(=O)NC1CCCC1 (stereo not given)	0.2	-28	-17	11	-4	-17	-13	0	-3
CCn1c(=O)c2cc(C(=O)N3CCOCC3)sc2c2ccccc21	1.2	4	4	-10	-8	3	15	2	-5
Cc1nn(CCCC(=O)NCc2ccco2)c(=O)c2nn(-c3ccccc3)c(C)c12	-1.2	-28	-30	0	-5	-1	-11	0	-6
Cc1cc(C)nc(Nc2nc(C(N)Cc3ccc(C(F)(F)F)cc3)cs2)n1 (stereo not given)	0.9	35	/	11	5	-16	-1	47*	/
Cn1c(SCC(=O)N2CCOCC2)nnc1-c1ccc(Cl)cc1Cl	0.3	2	-13	15	-7	-9	-14	1	4
CCOc1ccc2oc(C(=O)N3CCN(c4ccccc4OCC)CC3)c(C)c2c1	3.0	60*	-21	-9	-2	22	16	3	-8
COc1ccccc1-c1ocnc1C(=O)N1CCN(S(=O)(=O)c2ccc(NC(C)=O)cc2)CC1	0.3	11	-5	-2	-2	-10	-7	-1	-1
CC(Sc1nnc(C2CC2)n1Cc1ccccc1)C(=O)N1CCNC1=O (stereo not given)	-0.1	2	-6	-9	-3	-5	1	0	-1
CN1C(=O)C(O)(CC(=O)c2ccccc2O)c2cc(Br)ccc21 (stereo not given)	0.4	-11	-4	-3	-1	-14	-5	3	4
COc1ccccc1/C=C/C(=O)OCC(=O)NCCC1=CCCCC1	0.5	-14	-20	10	-4	5	-11	0	-12
CN(Cc1ccccc1)C(=O)c1ccc(NC(=O)Cc2ccc(NC(=O)C3CCCN(C(=O)C4CC4)C3)cc2)cc1 (stereo not given)	0.9	1	/	14	-3	-12	-11	-1	/
O=S(=O)(NCc1nnc2c(C(F)(F)F)cc(Cl)cn12)c1ccccc1	-0.5	-5	13	-2	-2	-2	17	1	-10
COc1ccc(CNC(=S)Nc2cc(C)cc(C)c2)cc1	3.1	7	-13	17	1	-20	-7	8	-7
NS(=O)(=O)c1ccc(CCNC(=S)Nc2ccc(S(N)(=O)=O)cc2)cc1	0.4	0	4	9	-6	0	-4	2	-2
COc1cccc(CNC(=O)N[C@@H](C)C(=O)O)c1	-0.4	-2	-1	-7	-3	-6	6	6	4
CC(=NNC(=S)N1CC2CCC(CC2)C1)c1ccccn1	0.4	-30	/	3	-8	-10	2	12	/
CCC(=O)Nc1nnc(SCC(=O)c2ccc3c(c2)Cc2ccccc2-3)s1	0.3	-17	-6	12	1	-36	-15	4	-6
CCOC(=O)c1cccc(NC(=O)CCc2c(C)nc3ncnn3c2C)c1	1.4	1	-10	12	-5	2	-17	14	-4
CCn1c(=O)cc(SCC(=O)N2CCN(c3ccccn3)CC2)c2ccccc21	3.6	12	/	5	-9	8	-26	20	/
(next part)
SMILES	M1 ag parental	TAAR1 antagonist	CHO parental Ca	CHO-K1 Ca PAM	CHRM1 agonist	M1 antag	CHO-K1 Ca antag	TAAR1 ag	OXTR potentiate
CN(C)S(=O)(=O)c1ccc(Cl)c(C(=O)NC2CCCCCCC2)c1	0.6	-9	-19	2	-2	-17	-14	1	-4
CCOc1ccc(S(=O)(=O)n2ccc(C)n2)c2ccccc12	0.7	-8	-24	3	-4	-3	-11	8	-13
Cc1ccc(-c2nc(CS(=O)CC(=O)N3CCN(c4ccc(F)cc4)CC3)c(C)o2)cc1 (stereo not given)	1.3	-20	-32	12	-4	-5	-24	-1	-6
Cc1ccccc1OCC(=O)NCC(C)(C)N1CCOCC1	0.6	-6	-22	5	-6	-3	-4	2	-5
CN1C(CC(=O)c2ccccc2)CCCC1CC(O)c1ccccc1 (stereo not given)	0.0	-5	-17	-11	-14	5	2	2	6
O=C(c1cnccn1)N1CCN(C/C=C/c2ccccc2)CC1	0.4	-1	-9	5	-1	-12	-4	5	-6
CC(C)C(C)NC(=O)CSc1ccc(S(=O)(=O)N2CCOCC2)cn1 (stereo not given)	1.1	4	-12	-12	4	1	3	10	-3
Cc1cc(CSc2ccccc2)ccc1NC(=O)COc1ccccc1C	0.1	7	-18	9	-6	-6	-3	0	-11
Cc1ccc(N2C(=O)N3[C@H](c4ccc(F)cc4)[C@@H]4C(=O)N(C5CCCCC5)C(=O)[C@@H]4[C@]3(Cc3ccccc3)C2=O)cc1	-0.5	-3	-21	-12	0	1	-5	12	2
COc1cc(NC(=O)c2ccccc2-c2ccccc2)cc(OC)c1	5.8	-14	-17	27	-7	17	-7	1	-3
Cc1onc(-c2ccccc2)c1C(=O)N1CCN(C)CC1	-0.1	-27	-2	9	-4	12	-1	0	-3
Cc1ccc(CSCC(=O)Nc2ccc(F)cc2)cc1	0.2	-2	-17	0	-7	-3	4	10	-7
N=c1n(CCN2CCCCC2)c2ccccc2n1CC(O)c1ccco1 (stereo not given)	1.9	-11	0	26	-7	-4	-9	0	-3
O=C(C1COc2ccccc2O1)N1CCN(c2nc3c(F)cc(F)cc3s2)CC1 (stereo not given)	3.6	12	1	-15	1	0	-4	9	-11
CCC1(c2ccccc2)NC(=O)N(CC(=O)Nc2cc(C(F)(F)F)ccc2N2CCCC2)C1=O (stereo not given)	0.2	2	-17	-9	3	-12	0	5	-12
